# Eya2 inh = qHTS Assay for Inhibitors of the Phosphatase Activity of Eya2; Protein phosphatase EYA2 (Homo sapiens), O00167; recombinant Eya2, OMFP fluorescence dephosphorylation (OMFP is methylfluorescein phosphate); Potency, µM (titrated, usually from 76.9 µM), for inactives: top-dose activity, negative = inhibition, hits mostly inhibitors; actives 0.006% (n = 330,000); AID 488837, 2010; further: potency means the concentration at half of the fitted maximal effect; on the % scale 0 is the no-effect control and ±100 the full control effect
# Target sequence (O00167 whole entry, looked up): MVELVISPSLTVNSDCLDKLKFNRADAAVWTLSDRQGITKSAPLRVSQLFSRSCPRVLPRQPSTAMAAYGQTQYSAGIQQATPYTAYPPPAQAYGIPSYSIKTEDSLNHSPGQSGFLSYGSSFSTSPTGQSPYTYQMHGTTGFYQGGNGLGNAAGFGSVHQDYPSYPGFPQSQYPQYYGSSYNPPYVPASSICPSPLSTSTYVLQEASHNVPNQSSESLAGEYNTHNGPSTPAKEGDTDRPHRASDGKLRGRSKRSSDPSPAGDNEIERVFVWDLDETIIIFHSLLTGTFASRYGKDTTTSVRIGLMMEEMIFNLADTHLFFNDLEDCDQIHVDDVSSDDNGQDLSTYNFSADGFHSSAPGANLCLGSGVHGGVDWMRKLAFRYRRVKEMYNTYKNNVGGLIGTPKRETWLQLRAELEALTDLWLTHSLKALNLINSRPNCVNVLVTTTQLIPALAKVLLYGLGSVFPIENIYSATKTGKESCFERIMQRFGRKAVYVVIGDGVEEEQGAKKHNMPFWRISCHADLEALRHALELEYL
#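 Eya2 protein (added as 0.2 uM solution) was preincubated with compound for 10 min at ambient temperature in 50 mM HEPES pH 7.5, 50 mM NaCl, 5 uM MgCl2, 0.05% BSA, 1 mM DTT. OMFP (added at 50 uM) then reacted 10 min; fluorescence read at 485/525 nm.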
# Integrin act MD = qHTS for Activators of Integrin-Mediated Alleviation for Muscular Dystrophy; Potency, µM (highest dose often 38.3 µM), for the others: at the highest dose activation, most hits filed as activators; alpha7betagal myoblasts, beta-gal FDG fluorescence, 48 h; actives 0.064% (n = 350,000); AID 624291, 2012;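 further: potency means the concentration at half of the fitted maximal effect; 100% = response of the positive control SU9516; nearly all actives have a fitted effect of over 60% in size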
#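 alpha7betagal+/- myoblasts (passage 13, 250/well) treated 48 h at 37C with compounds at 1:260 dilution of DMSO stock. Lysed, then beta-galactosidase activity read as FDG fluorescence (ex 480/em 540) after 30 min, with pre-read for autofluorescence.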
# ELG1 DNA repair = qHTS screen for small molecules that inhibit ELG1-dependent DNA repair in human embryonic kidney (HEK293T) cells expressing luciferase-tagged ELG1 | HEK293T ELG1-luciferase reporter, luminescence, 16 h; DNA damage induced by 5-fluorouridine | Potency, µM (doses to about 46.1 µM), for inactives: at the highest dose activity change, negative = inhibition, actives largely listed as inhibitors | actives 2.3% (n = 330,000); further: potency means the concentration at half of the fitted maximal effect; on the % scale 0 is the no-effect control and ±100 the full control effect; nearly all actives have a fitted effect of over 55% in size
#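 Quantitative HTS, concentration-response format. 2,000 cells/well co-treated with 5-fluorouridine and compound, 16 hr in 5% CO2 at 37 °C; ONE-Glo luminescence read after 30 min.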
# A-T KAP1 phos = qHTS Assay for Identifying a Potential Treatment of Ataxia-Telangiectasia; Potency, µM (titrated, usually from 57.5 µM), for the others: top-dose activation, usual class: activators; […] A-T fibroblasts, KAP-1 phosphorylation AlphaLISA; neocarzinostatin DNA damage 30 min before lysis; actives 0.19% (n = 320,000); AID 485349, 2010; further: potency means the concentration at half of the fitted maximal effect; % of control where 0% means no effect; nearly all actives have a fitted effect of over 45% in size
#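 hTERT-immortalized A-T patient fibroblasts ([…]), 500 cells/well in OPTI-MEM, 1% FBS, got compounds for 60 min, then NCS for 30 min at 37C. Lysates were then assayed for phospho-KAP-1 by AlphaLISA (anti-pKAP1 donor, anti-KAP1 acceptor beads), 6 hr at 25C.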
# Mito fusion act = qHTS Assay for Small Molecule Inhibitors of Mitochondrial Division or Activators of Mitochondrial Fusion; S. cerevisiae fusion-defective mutant growth rescue, CellTiterGlo 48 h; Potency, µM (top dose mostly 46.1 µM), for the others: at the top dose growth rescue (activation), hits mostly activators; actives 0.23% (n = 320,000); AID 485298, 2010;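 further: potency means the concentration at half of the fitted maximal effect; % of control where 0% means no effect; nearly all actives have a fitted effect of over 45% in size; temperature-sensitive fusion mutants such as fzo1-1 at 37 °C on non-fermentable ethanol glycerol medium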
#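 Temperature-sensitive fusion-defective S. cerevisiae (e.g. fzo1-1, mgm1-5) were grown with compound in YPEG medium (3% ethanol, 3% glycerol) for 48 hours at 37C. Growth rescue was measured as viability by CellTiterGlo luminescence after 10 minutes at ambient.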
# TSG101-PTAP inh = qHTS Assay for Iinhibitors of HIV-1 Budding by Blocking the Interaction of PTAP/TSG101 | Potency, µM (doses to about 115 µM), without a hit: at the top dose activity change, negative = inhibition, usual class: inhibitors | Fluorescence polarization, FITC-PTAP peptide / Tsg101 binding | AID 493005, 2010 | Tumor susceptibility gene 101 protein (Homo sapiens), Q99816 | 340,000 tested, under 10 active; active means well fitted inhibition curve with a large enough effect in the main read-out, with a control signal flat, not every such curve was filed as active; inconclusive means small, poorly fitted or top-dose-only effect, or effect the other way, or a change in a side signal; inactive means no such curve, though single readings can be large or run the other way; further: potency means the concentration at half of the fitted maximal effect; % of control where 0% means no effect
#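 Steps: Tsg101 binding domain dispensed (10 uM final), compounds pinned in DMSO, FITC-labeled PTAP-motif peptide added (50 nM final); after 20 min binding at room temperature, polarization measured.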
# TCR activator = Activators of T cell receptors: qHTS campaign; AID 504894, 2011; primary human leukocytes, anti-CD3, IL-2 HTRF, 48 h; Potency, µM (highest dose often 9.22 µM), for the others: at the highest dose activation of IL-2 secretion, most hits filed as activators; 330,000 tested, under 10 active; further: % of control where 0% means no effect
#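 TCR engagement came from a-CD3 beads alone, with compounds added to primary human leukocytes for 48 hr. Secreted IL-2 bridged europium cryptate- and d2-labelled anti-IL-2 antibodies, giving FRET emission at 665nm after 320nm excitation.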
# BCR signal inh = qHTS Assay to Find Inhibitors of Chronic Active B-Cell Receptor Signaling. actives 0.05% (n = 340,000). ABC-DLBCL IkBa-CBG/CBR reporter, luminescence ratio, 4 h. Potency, µM (highest dose often 46.1 µM), without a hit: top-dose ratio change, negative = lower green/red ratio, hits mostly inhibitors; active means well fitted inhibition curve with a large enough effect in the signal ratio, with a control signal flat, not every such curve was filed as active; inconclusive means small, poorly fitted or top-dose-only effect, or effect the other way, or a change in a side signal; the % refers to the signal ratio;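 further: potency means the concentration at half of the fitted maximal effect; plate controls were basal doxycycline-induced cells for no effect and cells given 10 µM MG132 for full effect; MG132 reads +100%, hits lower the ratio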
#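 TMD8 ABC-DLBCL cells carrying doxycycline-inducible green luciferase fused to IkappaBalpha plus unfused red luciferase were exposed to compounds (up to 46 uM) for 4 hrs at 37C. Activity came from the overlap-corrected green/red luminescence ratio.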
# TSHR antagonist = Antagonists of the Thyroid Stimulating Hormone Receptor: HTS campaign | actives 0.2% (n = 330,000) | AID 504810, 2011 | activity change, negative = inhibition, % at 11.5 µM | TSHR-expressing cells, TSH-stimulated cAMP HTRF, 2 h; active compounds read low | Thyrotropin receptor (Homo sapiens), P16473;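 active means activity change below a set negative limit, meaning inhibition stronger than a set level, cut at about -70% in these data; inconclusive means activity change between two set negative limits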; further: on the % scale 0 is the no-effect control and ±100 the full control effect
#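 Cell-based HTRF cAMP assay; TSHR cells + compound, TSH EC80 (4nM final), 2 h, 37 deg C. Lysis with anti-cAMP cryptate and cAMP-d2, 30 min RT, read 665/620 nm.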
# S-ASM inh = Inhibitors of Secretory Acid Sphingomyelinase (S-ASM): qHTS | Potency, µM (titrated, usually from 57.5 µM), inactives show at the top dose activity change, negative = inhibition, actives largely listed as inhibitors | actives 0.006% (n = 340,000) | Sphingomyelin phosphodiesterase (Homo sapiens), P17405 | placental ASM, HMU-PC fluorogenic substrate, 60 min; further: potency means the concentration at half of the fitted maximal effect
# Target sequence (P17405 47-631 limits assumed): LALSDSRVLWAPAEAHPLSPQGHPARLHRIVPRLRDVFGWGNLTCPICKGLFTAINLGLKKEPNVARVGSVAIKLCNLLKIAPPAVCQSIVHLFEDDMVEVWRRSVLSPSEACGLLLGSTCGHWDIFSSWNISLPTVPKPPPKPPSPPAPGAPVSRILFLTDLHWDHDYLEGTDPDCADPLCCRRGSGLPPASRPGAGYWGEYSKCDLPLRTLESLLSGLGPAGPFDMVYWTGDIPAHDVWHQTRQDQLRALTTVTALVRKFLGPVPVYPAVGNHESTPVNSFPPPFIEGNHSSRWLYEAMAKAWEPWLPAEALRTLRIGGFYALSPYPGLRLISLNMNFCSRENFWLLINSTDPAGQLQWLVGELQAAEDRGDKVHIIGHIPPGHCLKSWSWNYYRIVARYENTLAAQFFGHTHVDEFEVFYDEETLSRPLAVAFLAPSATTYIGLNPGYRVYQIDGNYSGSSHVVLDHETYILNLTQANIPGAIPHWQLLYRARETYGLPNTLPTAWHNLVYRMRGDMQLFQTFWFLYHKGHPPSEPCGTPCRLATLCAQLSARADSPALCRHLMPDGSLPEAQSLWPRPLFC
#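 HMU-PC0 cleavage (9 uM final) by human placental ASM, 60 min at 37 °C following 10 min compound exposure at RT; stopped at pH 10, fluorescence Ex 386/Em 447 nm.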
# Tb PFK inh = qHTS Assay to Find Inhibitors of T. brucei phosphofructokinase; ATP-dependent 6-phosphofructokinase (Trypanosoma brucei brucei), O15648; T. brucei PFK, ADP-Glo luminescence; Potency, µM (highest dose often 57.5 µM), for the others: at the highest dose activity, negative = inhibition, actives largely listed as inhibitors; actives 0.17% (n = 330,000);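 further: potency means the concentration at half of the fitted maximal effect; 0% = uninhibited 1x PFK enzyme wells and -100% = no-enzyme wells; nearly all actives have a fitted effect of over 60% in size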
#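 PFK 1.25 nM, F6P 0.5 mM, ATP 0.1 mM, 0.1 M TEA pH 8.0, 5 mM MgCl2, 0.01% Tween20, 0.1% BSA; 45 min RT. ADP-Glo readout. qHTS titration up to 57 uM; curves fitted, compounds curve-classed.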
# Numbers without * were called inactive; ? = inconclusive; nt = no result given; [ ] = another dose, or the depositor's remark. Unless noted, the call rests on the fitted dose curve; in most records, active means well fitted curve in the direction sought with a large enough effect; inconclusive means small, poorly fitted or top-dose-only effect, or another doubt; inactive means no such curve, though single readings can be large; an effect the other way counts as inactive or inconclusive.
SMILES,Eya2 inh,Integrin act MD,ELG1 DNA repair,A-T KAP1 phos,Mito fusion act,TSG101-PTAP inh,TCR activator,BCR signal inh,TSHR antagonist,S-ASM inh,Tb PFK inh
CCC(Sc1nccn1C)C(=O)Nc1nnc(C)s1 (stereo not drawn),-3%,1%,3%,5%,2%,-2%,-4%,6%,6,4%,-1%
O=C(O)c1cn(Cc2ccccc2)nc1-c1cccnc1,-6%,18%,4%,2%,-17%,-5%,5%,0%,1,-2%,4%
O=c1c2ccc([N+](=O)[O-])cc2ncn1CCOc1ccc(Cl)cc1,2%,-9%,?,-3%,3%,0%,1%,10%,-16,-4%,1%
CCCN1CCN(C(=O)Cn2cnc3ccc(S(=O)(=O)N4CCC(C)CC4)cc3c2=O)CC1,6%,-9%,-9%,0%,1%,1%,-2%,3%,5,6%,-1%
CCOc1ccc(-c2c(C)sc3nc[nH]c(=O)c23)cc1,5%,-17%,-27%,12%,10%,0%,nt,-3%,-10,0%,2%
CNC(=O)C1CCN(S(=O)(=O)c2c(C)noc2/C=C/c2cccc(OC)c2)CC1,-1%,7%,?,-6%,0%,1%,5%,-4%,13,-4%,2%
CC(CCc1ccc(O)cc1)NCCc1ccc(O)c(O)c1 (stereo not drawn),0%,nt,nt,nt,22%,1%,5%,nt,-11,-4%,nt
Cc1cc(NC(=O)CSc2nnc(NCc3ccccc3)s2)no1,-2%,-3%,-4%,10%,3%,-1%,-3%,2%,1,-1%,-6%
COc1cc(/C=C2\NC(=O)NC2=O)cc(Br)c1OC,-14%,?,?,0%,3%,-2%,0%,-3%,16,-2%,14%
Cc1cccc(NC(=O)/C(C#N)=C/c2ccc(Sc3ccccc3)o2)c1C,5%,?,2%,2%,-7%,0%,-9%[46.1 µM],1%,-18,-2%,1%

# Reprinted from the part before: three compounds, followed by the next part.
SMILES,Eya2 inh,Integrin act MD,ELG1 DNA repair,A-T KAP1 phos,Mito fusion act,TSG101-PTAP inh,TCR activator,BCR signal inh,TSHR antagonist,S-ASM inh,Tb PFK inh
Cc1cc(NC(=O)CSc2nnc(NCc3ccccc3)s2)no1,-2%,-3%,-4%,10%,3%,-1%,-3%,2%,1,-1%,-6%
COc1cc(/C=C2\NC(=O)NC2=O)cc(Br)c1OC,-14%,?,?,0%,3%,-2%,0%,-3%,16,-2%,14%
Cc1cccc(NC(=O)/C(C#N)=C/c2ccc(Sc3ccccc3)o2)c1C,5%,?,2%,2%,-7%,0%,-9%[46.1 µM],1%,-18,-2%,1%
CCOc1ccc(CCN2C(=O)CCC2(C)C(=O)NC(C)CC)cc1OCC (stereo not drawn),10%,-21%,3%,0%,1%,nt,nt,2%,0,4%,0%
Cc1ccc(CN2C(=O)CCC2C(=O)N2CCN(c3ccccc3)CC2)cc1 (stereo not drawn),-6%,-20%,-7%,3%,6%,-2%,-1%,?,1,2%,4%
O=C(N/N=C/c1ccco1)c1cc([N+](=O)[O-])cc([N+](=O)[O-])c1,1%,-11%,1%,3%,-6%,-7%,0%[46.1 µM],2%,2,0%,0%
C/C=C(/C(=C/C)c1ccc(O)cc1)c1ccc(O)cc1,-6%,nt,-15%,nt,27%,-4%,-2%,-6%,-7,1%,0%
COc1ccc(C(=O)/C(=C/N(C)C)S(=O)(=O)c2ccccc2)cc1,8%,3%,?,3%,-2%,-4%,2%,?,23,2%,0%
CCOC(=O)CCCSc1nnc(CCCCCN2C(=O)c3cccc4cccc(c34)C2=O)o1,-11%,-1%,-26%,-6%,2%,-3%,-2%[46.1 µM],4%,-6,-7%,10%
CCOC(=O)c1cc(=O)c2c([N+](=O)[O-])ccc(OC)c2o1,1%,-2%,-3%,1%,-9%,-1%,-3%[46.1 µM],-1%,7,-4%,-5%
COc1ccc(S(=O)(=O)Nc2ccccn2)c(C)c1C,-9%,7%,6%,nt,2%,-3%,-4%,-2%,-8,9%,0%
Cc1coc2cc3oc(=O)c(CCC(=O)NCC(=O)O)c(C)c3cc12,-25%,18%,-5%,3%,0%,-7%,0%,0%,2,31%[activator],7%
O=C(NCCC(=O)N1CCN(S(=O)(=O)c2ccccc2F)CC1)Nc1ccccc1,14%,-19%,-12%,-14%,-2%,-4%,3%,4%,-26,0%,-8%

# Single records (already shown). Screens in order: Eya2 inh, Integrin act MD, ELG1 DNA repair, A-T KAP1 phos, Mito fusion act, TSG101-PTAP inh, TCR activator, BCR signal inh, TSHR antagonist, S-ASM inh, Tb PFK inh
# Shown for COc1ccc(S(=O)(=O)Nc2ccccn2)c(C)c1C = -9%, 7%, 6%, nt, 2%, -3%, -4%, -2%, -8, 9%, 0%
# Shown for Cc1ccc(CN2C(=O)CCC2C(=O)N2CCN(c3ccccc3)CC2)cc1 (stereo not drawn) = -6%, -20%, -7%, 3%, 6%, -2%, -1%, ?, 1, 2%, 4%

# Continuation:
SMILES,Eya2 inh,Integrin act MD,ELG1 DNA repair,A-T KAP1 phos,Mito fusion act,TSG101-PTAP inh,TCR activator,BCR signal inh,TSHR antagonist,S-ASM inh,Tb PFK inh
CC(C)CN(C(=O)CSc1nnnn1C)C1CCS(=O)(=O)C1 (stereo not drawn),12%,?,-10%,1%,3%,-2%,1%,5%,21,-2%,2%
COc1ccccc1-c1noc(CCCC(=O)N2CCOCC2)n1,19%,7%,15%,-5%,-2%,-1%,3%,14%,5,6%,-4%
COC(=O)CNc1cc(S(=O)(=O)N2CCCCC2)ccc1Oc1cccc(C)c1,-9%,-14%,?,-11%,7%,-5%,-1%,-7%,4,4%,1%
Cc1ccccc1NC(=O)COC(=O)CCSc1ccccc1,-15%,-3%,0%,2%,13%,0%,2%,0%,3,3%,0%
CC(C)Oc1ccc(CSc2ncn[nH]2)cc1,8%,-8%,?,3%,4%,-3%,1%,-21%,6,0%,-4%
Cc1ccc(-c2cn(-c3ccccc3F)c(=S)[nH]2)cc1,8%,-16%,?,-26%,-36%[inhibitor],-7%,-13%,2%,-1,-6%,-12%
CN(C)N1C(N)=C(C#N)C(c2ccc(Cl)cc2)C2=C1CCCC2=O (stereo not drawn),4%,0%,27%,-16%,-3%,0%,2%,?,5,5%,3%
O=C(Cn1c(N2CCN(C/C=C/c3ccccc3)CC2)nc2ccccc21)c1ccccc1,11%,nt,-7%,2%,1%,nt,nt,2%,-6,nt,0%
Cc1nc2cc(NC(=O)N3CCCC3)ccc2n1C,3%,-24%,11%,3%,-6%,-1%,19%,8%,-11,-4%,0%
Clc1nccnc1N/N=C/c1ccc(Br)cc1,-18%,-23%,?,?,-8%,-1%,-1%,-13%,2,14%,-13%
COCC(C)n1c(SCc2ccc(OC)c(F)c2)nc2ccccc2c1=O (stereo not drawn),-1%,6%,?,8%,4%,1%,2%,-6%,-11,-1%,-2%
NCCC(=O)N1c2ccccc2Sc2ccc(Cl)cc21,-4%,-58%[inhibitor],0%,32%,-3%,-4%,2%,?,17,-2%,0%
CN(C(=O)COC(=O)C1CSC2(C)CCC(=O)N12)c1ccccc1 (stereo not drawn),-7%,31%,-5%,-4%,-7%,-4%,4%,3%,5,6%,-2%
